RBBP9 inhibitor: inhibitors of human serine hydrolase RBBP9. inhibition, % at 7.94 µM. recombinant RBBP9, FP-Rh probe fluorescence polarization. O75884. hit rate 0.2% among 220,000;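 active means inhibition above the campaign mean of all tested compounds plus 3 SD, cut at about 14% in these data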;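 further: plate controls were DMSO wells with RBBP9 for no effect and wells lacking RBBP9 protein for full effect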
Target sequence (O75884 whole entry, looked up): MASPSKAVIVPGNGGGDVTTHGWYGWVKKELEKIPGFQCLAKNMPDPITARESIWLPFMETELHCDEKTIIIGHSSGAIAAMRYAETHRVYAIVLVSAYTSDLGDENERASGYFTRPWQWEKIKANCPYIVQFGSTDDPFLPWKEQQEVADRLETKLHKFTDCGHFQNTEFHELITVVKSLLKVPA
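Assay system: recombinant human RBBP9; Reagent: Serine-hydrolase probe FP-Rh, 375 nM pre-mixing; Doses: 7.94 µM single dose, 0.794% DMSO; Incubation: 30 min then 45 min, 25 °C; Detection: fluorescence polarization (mP), excitation 525 nm, emission 598 nm; Evaluation: percent inhibition from mP, scaled between DMSO and no-protein wells.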
Runt-SMMHC FRET: inhibitors of human RUNX1 Runt domain binding to CBFb-SMMHC; inhibition, % at 20 µM; hit rate 0.74% among 220,000; Cerulean-Runt/Venus-CBFb-SMMHC FRET ratio 530/480, 1 h; AID 1434;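 active means mean inhibition across duplicate retests at 20 µM reaching about 50%, limit read from the data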;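 further: 0% = DMSO wells and 100% = wells with excess untagged CBFb-SMMHC; inhibitors lower the FRET ratio by blocking Runt binding to CBFb-SMMHC; some results filed as inactive read as strong as hits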
TNF death inh: TNF-alpha cell death inhibition in Jurkat FADD-/- cells; Jurkat FADD-/- TNF necroptosis rescue, ATP luminescence, 24 h; 0 = TNF only, 100 = no-TNF cells; AID 463075; activation (protection from cell death), % at 10 µM; hit rate 0.068% among 220,000;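 active means activation, meaning protection from cell death, of at least 50% relative to plate controls; inactive means activation below 50%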;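 further: necroptosis triggered by 40 ng/mL TNF-alpha added together with compound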
PERK inhibitor: blocks human PERK kinase; Q9NZJ5; CHO PERK-DD fusion, SEAP luminescence translation reporter; inhibition, % at 5.6 µM; hit rate 0.17% among 220,000;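 active means inhibition above the mean inhibition of all tested compounds plus 3 SD, set separately per screening campaign, cut at about 2.9% in these data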;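 further: PERK kinase domain activated by AP20187 dimerizer at 100 nM; 0% = DMSO with dimerizer and 100% = rapamycin at 8.4 µM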
zVAD death inh: blocks zVAD induced death of L929 cells; hit rate 0.38% among 220,000; L929 zVAD necroptosis rescue, ATP luminescence, 24 h; with zVAD 60 µM; viability rescue, % at 10 µM;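 active means activation, scaled between plate controls, above about 75%, limit read from the data; inactive means activation under that limit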;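 further: 0% = zVAD with DMSO and 100% = DMSO alone without zVAD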
Runt-CBFb FRET: inhibitors of human RUNX1 Runt domain binding to CBFb; hit rate 0.46% among 220,000; inhibition, % at 20 µM; Q01196+Q13951; Cerulean-Runt/Venus-CBFb FRET ratio 530/480, 1 h;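 active means inhibition over about 50% at 20 µM in the single-dose screen, limit read from the data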;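 further: 0% = DMSO wells and 100% = excess unlabeled CBFb competitor control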
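Measured by: fluorescence energy transfer, 422 nm excitation, 530/480 nm emission; test system: Cerulean-tagged RUNX1 Runt domain (FRET donor) fusion protein; buffer or medium: Tris pH 7.5 buffer with BSA; compound: one dose, 20 µM compound, 1% DMSO; times: two 1 h room-temperature incubations shielded from light; benchmarks: unlabeled CBFb 5 µM, positive control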
Hck-Nef inh: human Hck-Nef kinase inhibition; P08631; hit rate 0.68% among 220,000; Recombinant Hck-YEEI plus Nef, Z-Lyte FRET kinase assay; AID 463187; inhibition, % at 20 µM;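 active means Hck-Nef kinase inhibition above about 50%, limit read from the data; inactive means inhibition below that limit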;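 further: 0% = DMSO with Hck plus Nef and 100% = Hck alone without Nef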
Target sequence (P08631 whole entry, looked up): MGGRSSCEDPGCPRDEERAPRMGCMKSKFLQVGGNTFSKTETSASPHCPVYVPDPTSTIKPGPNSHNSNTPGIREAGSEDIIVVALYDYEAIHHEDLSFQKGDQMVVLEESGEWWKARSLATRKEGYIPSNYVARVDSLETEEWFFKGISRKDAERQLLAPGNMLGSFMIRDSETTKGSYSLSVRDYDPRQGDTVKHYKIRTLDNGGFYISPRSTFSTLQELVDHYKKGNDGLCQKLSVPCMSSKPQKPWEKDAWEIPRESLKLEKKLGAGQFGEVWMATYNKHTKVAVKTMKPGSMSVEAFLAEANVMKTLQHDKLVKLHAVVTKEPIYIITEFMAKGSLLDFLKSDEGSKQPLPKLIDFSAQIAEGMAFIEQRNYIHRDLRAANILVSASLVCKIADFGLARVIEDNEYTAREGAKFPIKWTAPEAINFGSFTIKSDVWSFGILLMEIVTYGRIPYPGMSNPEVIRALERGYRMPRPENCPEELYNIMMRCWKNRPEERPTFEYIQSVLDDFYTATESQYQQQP
EP2 antag: inhibitors of human EP2 prostaglandin E2 receptor | C6 glioma cells expressing human EP2, cAMP TR-FRET; cells stimulated with saturating PGE2 | inhibition, % at 25 µM | hit rate 0.52% among 260,000 | P43116;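 active means percent inhibition above 40 after rounding to a whole number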;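 further: rat C6 glioma host cells with rolipram phosphodiesterase inhibitor present; the protocol text gives 20 µM as final concentration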
Target sequence (P43116 whole entry, looked up): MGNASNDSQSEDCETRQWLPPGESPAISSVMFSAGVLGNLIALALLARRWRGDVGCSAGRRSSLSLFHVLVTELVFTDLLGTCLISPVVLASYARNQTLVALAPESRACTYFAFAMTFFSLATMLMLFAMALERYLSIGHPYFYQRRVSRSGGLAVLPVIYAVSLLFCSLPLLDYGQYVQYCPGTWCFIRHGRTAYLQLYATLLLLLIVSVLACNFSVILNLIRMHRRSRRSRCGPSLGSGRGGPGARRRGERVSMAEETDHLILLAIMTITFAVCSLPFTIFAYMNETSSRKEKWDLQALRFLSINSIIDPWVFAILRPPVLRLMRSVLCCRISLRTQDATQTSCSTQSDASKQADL
EP2 modulator: modulators of human EP2 prostaglandin E2 receptor; EP2-expressing cells, cAMP HTRF FRET, PGE2 co-stimulation; hit rate 0.83% among 260,000; induction, % at 25 µM;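 active means compounds whose cAMP rise, as percent of the full-agonist control response, exceeds 60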;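 further: rat C6 glioma line stably carrying human EP2 under a CMV promoter; the protocol text gives 20 µM as final concentration; 100% = response of wells given 1 µM PGE2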
Starred values were filed as active, the others as inactive; x = no result given; & = joins results of further samples. This is a subset; the hit share may differ from the screen's.

molecule	RBBP9 inhibitor	Runt-SMMHC FRET	TNF death inh	PERK inhibitor	zVAD death inh	Runt-CBFb FRET	Hck-Nef inh	EP2 antag	EP2 modulator
CCCNC(=O)Nc1cccc(NC(C)=O)c1	-4	-1	3.3	0.5	0.9	0	11	7	5
O=C(CN(c1ccccc1)S(=O)(=O)c1ccccc1)NCCSc1ccccn1	-5	-3	1.1	0.2	0.0	-1	18	7	4
Cc1cc(C(=O)CSc2nc(N)cc(N)n2)c(C)n1-c1cccc(F)c1	-7	0	-0.3	0.4	0.0	5	4	9	35
CCN(Cc1ccccc1)C(=O)COC(=O)c1cc(Cl)nc(Cl)c1	-12	-2	0.9	-1.4	-0.5	0	-68	12	-17
CC(=O)Oc1c(C)cc(O)c2ccccc12	-5	3	-9.0	1.4	0.1	1	-4	x	19
Cc1ccc2cccc(S(=O)(=O)N3CCN(c4ccccc4F)CC3)c2n1	3	2	-0.2	-0.2	2.6	-2	5	5	-3
CNc1nc(C23CC4CC(CC(C4)C2)C3)cs1	-4	1	1.0	1.9	1.0	1	10	5	6
COc1ccc(C2=NN(C(=O)CSc3nnc(-c4ccccc4F)o3)C(c3ccco3)C2)cc1 (stereo not drawn)	-4	-7	-3.0	0.4	-1.1	3	1	9	41
CC(=O)NCCn1c(SCc2cc(=O)n3cc(Cl)ccc3n2)nc2ccccc2c1=O	0	-5	-1.6	-0.1	-0.2	-2	0	9	13
O=C(COC(=O)CCSc1ccccc1)NCc1ccccc1Cl	-6	1	1.2	0.6	0.5	2	2	7	20
Cc1cc(C)c2[nH]c(=S)cc(C)c2c1	-4	34	-0.7	1.6	-0.2	-3	8	11	2
CC1CCCCC1NC(=O)c1nnc(Cc2ccc(Cl)cc2)o1 (stereo not drawn)	-8	2	2.9	-0.1	x	0	-5	5	-5

More results:
molecule	RBBP9 inhibitor	Runt-SMMHC FRET	TNF death inh	PERK inhibitor	zVAD death inh	Runt-CBFb FRET	Hck-Nef inh	EP2 antag	EP2 modulator
CC(C)(C)OC(=O)N1CCC(CNC(=O)Nc2ccccc2)CC1	-3	3	5.4	-0.6	1.8	-1	7	9	31
CCn1cc(CNCc2cn(-c3ccccc3C)nc2-c2ccc(OC)c(F)c2)cn1	-5	1	3.4	-1.0	-1.9	-1	17	13	35
NC(=O)C1CCN(C(=O)/C=C/c2ccco2)CC1	-7	-4	2.4	0.7	1.2	3	4	7	26
CC(Oc1ccc(Cl)cc1)C(=O)Nc1nccs1 (stereo not drawn)	-10	-3	4.2	-1.1	1.1	-4	-1	3	-43
COc1ccc(/C=C/C(=O)N2CCN(S(=O)(=O)/C=C/c3ccccc3)CC2)cc1OC	-4	-2	1.5	-0.6	-0.3	-2	1	1	-6
O=C(O)c1[nH]c2ccccc2c1NS(=O)(=O)Cc1ccccc1	1	3	-0.1	0.1	2.1	0	5	13	16
CN(c1ccccc1)S(=O)(=O)c1ccc(NC(=O)c2ccc(-c3ccccc3)cc2)cc1	-6	-2	-14	2.3	4.9	0	-1	6	2
CCN(CC)S(=O)(=O)c1cccc(NC(=O)c2ccc(SC)cc2OC)c1	-9	-1	1.1	0.3	14	-1	-1	8	-45
C[C@H]1CCC[C@@]2(O[C@@H](CCO)C[C@@H](O)[C@@H]2O)O1	x	0	1.2	x	-0.4	2	16	14	14
O=C(O)c1cc(NC(=S)NC(=O)C(c2ccccc2)c2ccccc2)ccc1Cl	-9	0	-0.5	0.3	7.1	1	31	8	31
CCOc1ccc(C(=O)NC2CCN(S(=O)(=O)CC)CC2)cc1	-3	-2	-1.8	1.4	-0.1	2	0	0&13	-46&0
COc1cc2cc(Oc3ccc4ccc(=O)oc4c3)c(=O)oc2cc1O	5	36	2.5	-0.1	-0.5	22	-1	11	-33

(more compounds)
molecule	RBBP9 inhibitor	Runt-SMMHC FRET	TNF death inh	PERK inhibitor	zVAD death inh	Runt-CBFb FRET	Hck-Nef inh	EP2 antag	EP2 modulator
O=C(C(c1ccccc1)c1ccccc1)N1CCN(c2ccccn2)CC1	4	-5	0.4	0.6	0.6	-1	5	3	29
CN1CCC(=NNC(=O)c2cn(-c3ccccc3)nc2-c2ccccc2)CC1	-16	4	2.3	-0.8	-0.2	0	2	8	-37
CCOCCCNCc1cc(Br)ccc1OCC	4	0	0.3	-0.3	-0.9	0	-5	8	13
COc1ccc(C(=O)/C=C/Nc2ccc(S(=O)(=O)Nc3onc(C)c3C)cc2)cc1	-1	21	0.0	0.8	3.3	2	5	5	8
CCc1ccc(OC2=NS(=O)(=O)c3ccccc32)cc1	-10	-7	-0.3	-0.7	-0.6	2	-2	6	-4
CCCN1C(=O)c2cccc3c(N4CCCCC4)ccc(c23)C1=O	-3	-139	2.4	-0.8	0.3	-276	-13	2	14
Cn1cccc1/C=C(\C#N)C(N)=S	1	1	-1.0	1.3	0.7	8	2	6	-16
Cc1cc2nc(=O)c(/C=C3\C=Nc4ccccc43)c(N)n2o1	-12	-45	1.5	-2.0	1.0	-5	-2	4	-41
C=CCn1c(SCc2ccc(C(=O)O)cc2)nc2sc(C)c(C)c2c1=O	2	-4	5.5	1.6	1.1	-1	14	15	52
CS(=O)(=O)N(CC(=O)N1CCN(Cc2ccc3c(c2)OCO3)CC1)Cc1ccc(Cl)cc1	-7	-2	-8.5	-2.1	-0.1	-3	6	17	-27
COc1ccc(-c2[nH]c(-c3ccccc3)nc2SCC(=O)Nc2nccs2)cc1	26*	-5	2.5	-0.9	7.8	2	-18	7	-65
O=C(O)C1C2C=CC(O2)C1C(=O)NCc1ccc(Cl)cc1 (stereo not drawn)	-10	-11	1.2	0.6	0.7	-1	-1	17	15

The list goes on.
molecule	RBBP9 inhibitor	Runt-SMMHC FRET	TNF death inh	PERK inhibitor	zVAD death inh	Runt-CBFb FRET	Hck-Nef inh	EP2 antag	EP2 modulator
Cc1ccc(Nc2ccc3nonc3c2[N+](=O)[O-])cc1	-5	1	0.4	0.1	1.9	-1	9	1	-17
Cc1nn(Cc2cccc(C(=O)NCC(C)C)c2)c(C)c1Br	-1	-6	8.3	-0.4	x	-3	-7	21	6
Cc1cc(C)c(C)c(S(=O)(=O)N2CCN(C(=S)NCC3CCCO3)CC2)c1C (stereo not drawn)	-9	0	0.7	0.5	0.9	-3	-1	11	-13
COC(=O)c1ccc(S(=O)(=O)N2Cc3ccccc3C2)cc1	-8	1	1.6	-0.4	-1.1	-2	5	3	-39
Oc1ccccc1-c1csc(-c2ccccc2)n1	-3	-2	2.4	0.6	17	-1	-10	7	18
COc1ccc(NCc2nnc(SCC(=O)N3CCCc4ccccc43)o2)cc1	-4	0	-0.9	0.3	0.7	-3	2	17	-32
Cn1c(=O)c2c(nc(SCC(=O)NCc3ccco3)n2C)n(C)c1=O	-1	4	-0.8	-0.1	-0.1	0	1	5&7	7&9
Oc1ccccc1-c1nc(NCCN2CCOCC2)c2ccccc2n1	3	0	-2.4	-0.8	72	-2	44	4	-28
Cc1nc(N(C)C)ncc1C(=O)O	-9	1	-1.2	1.1	-0.4	1	4	12	24
CCOC(=O)CC1=NC(=O)CS1	-6	2	1.6	0.8	1.2	0	-3	-1	5
O=C(CN1CCCC1)N1c2ccccc2Sc2ccc(C(F)(F)F)cc21	-9	-2	0.3	-0.5	0.0	-1	3	10	21
Cc1ccc(C)c(NC2=C(Cl)C(=O)OC2OC(=O)c2ccco2)c1 (stereo not drawn)	-2	-1	-6.7	-0.3	0.5	1	0	5	40

The list continues.
molecule	RBBP9 inhibitor	Runt-SMMHC FRET	TNF death inh	PERK inhibitor	zVAD death inh	Runt-CBFb FRET	Hck-Nef inh	EP2 antag	EP2 modulator
CC1CCN(S(=O)(=O)c2ccc(S(=O)(=O)NCc3ccco3)cc2)CC1	1	0	-0.3	0.2	1.1	-3	5	18&0	-20&-18
O=[N+]([O-])c1cccc(S(=O)(=O)c2cccc([N+](=O)[O-])c2)c1	-3	0	0.1	0.6	0.5	0	7	2	5
CCc1ccccc1NC(=O)C1c2ccccc2Oc2ccccc21	-14	7	-3.2	1.2	-0.4	1	1	4	13
COc1ccccc1OCCCn1cc(C#N)c2ccccc21	-11	-4	-1.3	-0.5	-0.6	1	14	10	-14
CCc1ccc(OCc2nnc(SCCN3CCOCC3)n2C)cc1	7	-3	-3.2	-0.1	-0.1	-2	1	3&13	15&-6
COc1ccc(C2=NOC(C(=O)Nc3cccnc3)C2)cc1 (stereo not drawn)	-11	-1	0.4	0.4	0.8	1	3	7	14
Cc1ccc([N+](=O)[O-])c(-c2n[nH]c(=S)n2-c2cccc(Cl)c2)c1	-3	2	0.0	-0.6	1.6	7	2	2	-29
CCOc1cc(NC(=S)NCC2CCCO2)c(OCC)cc1NC(=O)c1cccc(F)c1 (stereo not drawn)	0	-1	1.6	1.0	0.5	1	22	9	0
CC(C)N(C(=O)c1ccccc1-c1ccccc1)C(C)C	-2	4	-0.5	-1.0	0.9	-1	1	18	63*
Cc1nc2ccccn2c1C(=O)CSc1ccccc1Cl	-1	-1	-1.5	-0.5	0.0	-4	-1	21	31
CC(OC(=O)C1=Cc2ccccc2OC1)C(=O)NC1CCCC1 (stereo not drawn)	-3	0	-3.4	0.7	-0.1	1	0	9	-10
Cc1[nH]c2ccccc2c1/C=N/Nc1cccc(C(=O)O)c1	-4	-13	0.0	1.0	1.0	-1	8	2	3

Following part
molecule	RBBP9 inhibitor	Runt-SMMHC FRET	TNF death inh	PERK inhibitor	zVAD death inh	Runt-CBFb FRET	Hck-Nef inh	EP2 antag	EP2 modulator
Cc1nnc(SCC(=O)Nc2ccc(Cl)cn2)n1Cc1ccccc1	-1	1	0.8	-0.1	0.1	0	3	16	23
CCS(=O)(=O)n1nc(-c2cccnc2)nc1NCc1ccc(F)cc1	-2	0	1.6	0.5	0.0	-3	1	6	11
O=C(O)c1cc2cc(Cl)ccc2oc1=O	-2	-8	0.6	0.9	0.3	-3	1	7	14
COC(=O)Cn1c(=NC(=O)C2COc3ccccc3O2)sc2cc(S(N)(=O)=O)ccc21 (stereo not drawn)	-10	2	3.6	0.3	-0.4	-4	2	12	-33
COc1ccc(OC)c(NC(=O)Nc2cccc(Cn3cccn3)c2)c1	5	-4	1.6	-1.2	6.9	2	0	5	-3
COC(=O)c1ccc(CN(C(C)=O)c2ccccc2)o1	1	2	0.3	0.3	-0.7	1	-1	4	-9
CCN(CC)CCP(=O)(c1ccccc1)c1ccccc1	-4	-2	-0.6	0.0	-0.8	2	-1	7	16
CC(=O)N1N=C(c2ccc(Cl)cc2)CC1c1ccco1 (stereo not drawn)	1	-5	-0.4	0.5	0.1	1	11	8	-5
Cc1cc(=O)[nH]c(SCC(=O)NCCc2ccccc2)n1	2	0	-0.1	0.9	-0.4	0	0	x	2
CC/C(C)=N/Oc1nc(C)cc(C)n1	-10	-5	1.5	2.5	-0.2	2	15	9	-5
O=C(Nc1ccc(N2CCN(C(=O)c3ccco3)CC2)cc1)c1cccnc1Cl	-7	-2	1.1	1.3	19	1	13	13	27

From PubChem BioAssay
